Screening results (PubChem)
EPAC2 antag: EPAC2 (human) antagonism | hit rate 0.18% among 360,000 | AID 720708 | Q8WZA2 | Potency, µM (series often up to 114 µM), without a hit: at the top dose activity, negative = inhibition, hits mostly inhibitors | EPAC2 GEF exchange of Rap1B-BODIPY-GDP, fluorescence; further: potency means the concentration at half of the fitted maximal effect; on the % scale 0 is the no-effect control and ±100 the full control effect; nearly all actives have a fitted effect of over 45% in size; many of its hits are not listed in these tables
PLK1 PBD block: inhibitors of human PLK1 polo-box domain binding. Potency, µM, for inactives: max response, negative = inhibition, hits mostly inhibitors. Plk1 PBD binding of FITC phosphopeptide, fluorescence polarization. P53350. hit rate 2.8% among 360,000; further: potency means the concentration at half of the fitted maximal effect; series mostly up to about 57 µM; on the % scale 0 is the no-effect control and ±100 the full control effect; nearly all actives have a fitted effect of over 65% in size
WRN inhibitor: WRN helicase (human) inhibition. Q14191. Potency, µM (titrated, usually from 114 µM), for the others: at the highest dose activity change, negative = inhibition, hits mostly inhibitors. WRN helicase unwinding, fluorescent forked duplex, kinetic. hit rate 0.46% among 360,000; further: potency means the concentration at half of the fitted maximal effect; on the % scale 0 is the no-effect control and ±100 the full control effect; nearly all actives have a fitted effect of over 55% in size
Target sequence (Q14191 whole entry, looked up): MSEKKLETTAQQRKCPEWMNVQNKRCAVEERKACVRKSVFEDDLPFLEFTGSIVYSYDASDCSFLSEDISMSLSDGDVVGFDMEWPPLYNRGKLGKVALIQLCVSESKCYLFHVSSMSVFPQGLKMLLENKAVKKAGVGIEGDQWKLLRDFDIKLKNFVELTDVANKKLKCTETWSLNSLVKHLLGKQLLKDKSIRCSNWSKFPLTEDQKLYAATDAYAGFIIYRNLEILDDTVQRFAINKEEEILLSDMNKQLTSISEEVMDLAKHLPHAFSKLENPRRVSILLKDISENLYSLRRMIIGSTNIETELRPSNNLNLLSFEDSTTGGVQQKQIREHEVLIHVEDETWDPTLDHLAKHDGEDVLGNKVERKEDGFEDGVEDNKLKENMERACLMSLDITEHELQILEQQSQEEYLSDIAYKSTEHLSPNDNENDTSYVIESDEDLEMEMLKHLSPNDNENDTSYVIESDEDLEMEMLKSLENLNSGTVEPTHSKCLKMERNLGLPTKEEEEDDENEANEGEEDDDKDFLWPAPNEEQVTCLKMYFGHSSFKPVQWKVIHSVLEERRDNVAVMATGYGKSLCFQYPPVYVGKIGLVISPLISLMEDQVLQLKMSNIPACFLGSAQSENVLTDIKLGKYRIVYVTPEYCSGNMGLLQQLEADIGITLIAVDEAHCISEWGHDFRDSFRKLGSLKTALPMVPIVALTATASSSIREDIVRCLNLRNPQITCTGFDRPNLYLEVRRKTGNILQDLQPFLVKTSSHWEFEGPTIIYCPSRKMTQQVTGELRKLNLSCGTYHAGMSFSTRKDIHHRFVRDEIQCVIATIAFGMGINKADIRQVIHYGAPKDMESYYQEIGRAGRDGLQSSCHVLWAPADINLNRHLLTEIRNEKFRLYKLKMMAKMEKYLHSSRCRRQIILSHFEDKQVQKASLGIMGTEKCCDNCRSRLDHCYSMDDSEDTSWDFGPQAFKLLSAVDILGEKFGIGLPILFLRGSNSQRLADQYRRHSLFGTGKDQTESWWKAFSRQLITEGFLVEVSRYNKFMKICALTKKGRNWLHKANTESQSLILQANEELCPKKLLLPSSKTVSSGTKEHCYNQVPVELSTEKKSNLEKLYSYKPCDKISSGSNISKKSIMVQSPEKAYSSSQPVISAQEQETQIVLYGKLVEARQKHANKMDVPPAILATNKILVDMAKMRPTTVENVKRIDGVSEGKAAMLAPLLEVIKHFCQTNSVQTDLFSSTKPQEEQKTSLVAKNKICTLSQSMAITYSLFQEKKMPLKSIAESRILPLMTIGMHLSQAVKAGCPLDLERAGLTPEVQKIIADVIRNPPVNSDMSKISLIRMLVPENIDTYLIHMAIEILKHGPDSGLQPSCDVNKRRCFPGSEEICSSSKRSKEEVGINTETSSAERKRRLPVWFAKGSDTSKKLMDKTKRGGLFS
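Enzyme (20 nM final) and test compound sit together 15 min at room temperature before substrate addition. Substrate is a single-forked duplex oligonucleotide (100 nM) labelled with fluorophore and quencher, with 2 mM ATP; helicase unwinding raises red fluorescence, read kinetically.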
EPAC1 antag: antagonists of human EPAC1; EPAC1 GEF assay, Rap1b-BODIPY-GDP exchange fluorescence; Potency, µM (doses to about 115 µM), inactives show at the highest dose activity change, negative = inhibition, hits mostly inhibitors; hit rate 0.14% among 360,000; O95398;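 further: potency means the concentration at half of the fitted maximal effect; plate controls were vehicle for no effect and positive control for full effect; nearly all actives have a fitted effect of over 50% in size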
Mm-Cpn inhibitor: blocks the Methanococcus maripaludis chaperonin Mm-Cpn; purified Mm-Cpn ATPase, ADP Transcreener TR-FRET; Potency, µM (top dose mostly 76.9 µM), for inactives: at the top dose activity, negative = inhibition, usual class: inhibitors; hit rate 0.031% among 330,000; AID 504842; further: potency means the concentration at half of the fitted maximal effect; on the % scale 0 is the no-effect control and ±100 the full control effect; nearly all actives have a fitted effect of over 80% in size
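TR-FRET (320 nm excitation; 590 and 665 nm emission) reports ADP made from 10 uM ATP by 25 nM enzyme; compounds were preincubated 10 min, reaction run 30 min, both at 37°C.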
EPAC1 ag: activates human EPAC1 exchange factor; Potency, µM (doses to about 154 µM), for inactives: at the highest dose activation, most hits filed as activators; AID 720707; EPAC1 agonist qHTS, biochemical assay; response scale: 100% = response to 6.5 mM cAMP; hit rate 0.073% among 360,000; O95398; further: potency means the concentration at half of the fitted maximal effect; nearly all actives have a fitted effect of over 60% in size
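Fluorescent GDP-exchange assay: 100 nM EPAC1 with 250 nM Rap1B preloaded with BODIPY-GDP and 50 uM GDP; compounds tested as concentration series, 5 min at room temperature, then read every 5 min for 30 min (ex 480/em 540 nm); normalized to 6.5 mM cAMP.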
CCT chaperon mod: changes cytosolic chaperonin activity. purified chaperonin ATPase assay, HTRF ADP detection, 30 min. activity change, % (no concentration beside the values), hits read low. hit rate 0.3% among 360,000. AID 651819; in the data active means activity change below about -30%; further: on the % scale 0 is the no-effect control and ±100 the full control effect
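ATPase activity: ADP formed was measured by HTRF Transcreener (665/615 nm ratio) after 30 min at 37 deg C with 10 uM ATP. Compounds screened at one 76 uM concentration against 40 or 20 nM TRiC in Tris pH 7.4/KCl/MgCl2/DTT buffer.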
PI5P4Ka inh: inhibitors of human PI5P4K alpha; PI5P4Kalpha enzyme, ADP-Glo luminescence, 60 min; hits give low values; hit rate 1.2% among 330,000; P48426; max response, %; active means max response of -50% or lower; inconclusive means between -30% and -50%; inactive means -30% or higher; further: value at the top dose of about 77 µM; on the % scale 0 is the no-effect control and ±100 the full control effect
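Controls without substrate or without enzyme flank wells where PI5P4Kalpha converts substrate using 5 microM ATP (final). Incubation lasts 60 minutes at room temperature; ADP formed is read by ADP-Glo luminescence.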
An asterisk follows results filed as active; ? = inconclusive; · = not tested or not shown; & = joins results of further samples; [ ] = another dose, or the depositor's remark. Unless noted, the call rests on the fitted dose curve; in most records, active means well fitted curve in the direction sought with a large enough effect; inconclusive means small, poorly fitted or top-dose-only effect, or another doubt; inactive means no such curve, though single readings can be large; an effect the other way counts as inactive or inconclusive.

SMILES	EPAC2 antag	PLK1 PBD block	WRN inhibitor	EPAC1 antag	Mm-Cpn inhibitor	EPAC1 ag	CCT chaperon mod	PI5P4Ka inh
O=C1c2ccccc2C(=O)N1CC(O)Cn1nnc2ccccc21 (configuration not stated)	10%	2%	8%	6%	1%	1%	0.4	·
CN(C)S(=O)(=O)c1ccc(N2CCCC2)c(C(=O)OCC(=O)NC2CCCCC2)c1	8%	-8%	9%	4%	0%	2%	-1.0	-7
O=C(NCCN1CCCCCC1)c1ccc(N2CCCC2=O)cc1	-1%	?	-6%	-15%	1%	2%	1.3	7
COc1ccc(-c2coc3c(C(=O)NCCc4ccccc4)cccc23)c(C)c1	3%	4%	-1%	-9%	·	5%	1.4	7
O=C(NNc1cccc(Cl)n1)c1cccnc1Cl	2%[57.1 µM]	-7%	3%	-22%	2%	-5%	1.4	0
COc1ccc(C(=O)C(=NN)c2ccccc2)cc1	-6%	9%	3%	2%	·	-11%	-0.8	-7
COc1cc(-c2n[nH]c(=S)n2Cc2ccccc2)cc(OC)c1OC	-4%	-6%	-10%	0%	-2%	8%	1.4	7
Cc1cc(C)c(NC(=O)CCCCCNC2CCCCC2)c(C)c1	7%	27µM*	-12%	0%	1%	7%	1.0	-3
CC(C)N(C(=O)CSc1nnc(C2CC2)n1C1CC1)c1ccccc1	-3%	2%	1%	-10%	2%	8%	-1.2	-1
CCc1nc2ccc(C(=O)Nc3cccc(OCC(=O)N(C)C)c3)cn2c1N(CCC(C)C)CCN(C)C	18%	0%	2%	-5%	·	3%	-2.8	-4
Cc1onc(-c2ccccc2Cl)c1C(=O)O/N=C(\N)c1cccc([N+](=O)[O-])c1	-8%	-1%	-7%	-4%	·	5%	-0.3	0
Cc1ccn2c(NC3CCCCC3)c(-c3ccc(SC4CCCCC4)cc3)nc2c1	-4%	-8%	1%	-3%	·	4%	-4.1	-1
O=C(COC(=O)c1ccc2ncsc2c1)Nc1cc(Cl)ccc1F	0%	-1%	-6%	-2%	-10%	5%	-0.9	-7
Cc1ccc(S(=O)(=O)N2CCC(C(=O)NCc3ccccc3CN3CCCC3)CC2)cc1C	-5%	5%	-6%	3%	1%	-9%	-0.9	-1
Cc1ccccc1CNC(=O)CN(c1ccccc1Cl)S(C)(=O)=O	5%	-11%	3%	12%	2%	11%	1.0	-5
COc1ccc(-c2cc(C3CC3)nc(SCC(=O)c3cccs3)c2C#N)cc1	14%	-11%	-15%	-3%	?	2%	-0.9	3
CN(C)C(=O)CCc1ccc2c3c([nH]c2c1)[C@]1(CCc2ccccc2)[C@@H](C(=O)N2CCCCC2)C[C@H](CC(=O)NCCCn2ccnc2)C(=O)N1CC3	5%	-8%	5%	0%	0%	9%	-0.4	4
Cc1ccc(CNC(=O)CCCC(=O)O)cc1	12%	0%	1%	-4%	1%	-13%	0.1	·
Cc1ccc(-c2csc3ncnc(N4CCN(C(=O)c5ccccc5)CC4)c23)cc1	-2%	-10%	-4%	-1%	2%	8%	-0.2	5
O=C(COc1coc(CN2CCc3ccccc3C2)cc1=O)N1CCOCC1	-8%	-11%	4%	-5%	1%	0%	-3.0	0
CCOC(=O)c1sc(N2C(=O)C(O)=C(C(=O)c3ccc(C)o3)C2c2ccc(OC)c(OC)c2)nc1C (configuration not stated)	52%[activator]	?	-1%	-8%	0%	-2%	-0.4	-11
O=C(NCc1cccnc1)C1CCCN(S(=O)(=O)c2cccc3nsnc23)C1 (configuration not stated)	-2%	-10%	-1%	-12%	1%	-10%	1.3	-2
O=C(Nc1ncnc2c1C(c1ccccc1)c1c(ccc3ccccc13)O2)c1ccccc1 (configuration not stated)	-4%	·	·	-16%	-13%	-5%	·	·
Cc1ccc(SCc2cc(=O)[nH]c(N3CCN(C)CC3)n2)cc1	11%	1%	8%	8%	0%	-4%	0.2	-7
Cc1nc2ccc(Br)cn2c1C(=O)N/N=C\c1ccccc1[N+](=O)[O-]	-2%	0%	-20%	-13%	-14%	-3%	0.3	1
CCCCN(C)/C=N/c1c(C#N)cnn1-c1ccc(C)cc1	-3%	0%	-8%	6%	1%	16%	-4.3	·
O=C(Nc1cccnc1)C1CC(c2ccc(Cl)c(Cl)c2)=NO1 (configuration not stated)	0%	-7%	-8%[57.1 µM]	-4%	0%	11%	-2.3	·
CCC(=O)Nc1cccc(NC(=O)CN2CCN(c3ccccc3OC)CC2)c1	14%	-1%	9%	0%	0%	-15%	-0.9	5
Cc1cc(C)c(S(=O)(=O)N2CCCCC2CCNC(=O)C(=O)NC2CC2)c(C)c1 (configuration not stated)	1%	-5%	7%	7%	1%	8%	0.0	9
CCCc1nc(C)c(-c2ccc(OC)c(OC)c2)c(=O)[nH]1	4%	-6%	-4%	-1%	1%	9%	-2.1	3
CC(=O)Nc1ccc(S(=O)(=O)NCc2nnnn2-c2ccc(F)cc2)cc1	12%	1%	-6%	9%	-10%	-4%	-1.4	0
CCOc1ccc(-c2nc(C#N)c(N3CCN(C)CC3)o2)cc1	-18%	-4%	-17%	-7%	-1%	5%	0.0	·
O=C(Nc1nncs1)C1(c2ccccc2)CCCC1	-1%	0%	-2%[57.1 µM]	10%	·	7%	-1.7	2
Cn1nccc1C(=O)Nc1ccc(OC(=O)c2ccnn2C)cc1	5%	-11%	-4%	-2%	0%	-23%	1.9	·
CC1=C(C(=O)Nc2ccccc2C(F)(F)F)C(c2sccc2C)NC(=S)N1 (configuration not stated)	0%	-21%	-5%	7%	-7%	10%	1.4	8
COc1ccc(CCNC(=O)c2c(C)cc(=O)oc2C)cc1OC	12%	-1%	-5%	7%	0%	-5%	1.6	·
N#CCN1C(=O)C2CCCN2c2ccc(S(=O)(=O)N3CCOCC3)cc21 (configuration not stated)	-7%	-2%	-5%	4%	2%	4%	-0.1	-3
CN(C)C(=O)N1CCC(C(=O)NCc2ccc(F)cc2Cl)CC1	2%	-3%	-6%	7%	0%	0%	1.2	·
COc1ccc2nc(NC(=O)C3CCCN(S(=O)(=O)c4cccc5nsnc45)C3)sc2c1 (configuration not stated)	6%	-2%	-1%	-1%	0%	5%	-0.2	-3
CCNC(=O)C1(C)CCN(C(=O)c2ccc(N(C)C)cc2)C1 (configuration not stated)	11%	-1%	-4%	9%	·	3%	-1.3	7
COc1ccc(N2CCN(C(=O)CCNS(=O)(=O)c3ccccc3)CC2)cc1	-1%	9.5µM*	-1%[57.1 µM]	-15%	0%	1%	-2.5	?
O=C(O)/C=C/C(=O)Nc1nccs1	2%	-13%	2%	25%	-4%	6%	-1.0	0
CCOc1cc(N2CCOCC2)c(OCC)cc1NC(=O)COC(=O)[C@H](Cc1c[nH]c2ccccc12)NC(C)=O	-6%	1%	-2%	9%	-1%	-6%	-2.4	-5
COc1ccc(CNC(=O)COc2ccc(S(=O)(=O)NC(C)C)cc2)cc1	14%	0%	-16%	17%	0%	-5%	0.6	·
CCNc1ccc(C(=O)OCC(=O)N2CCCC2)cc1[N+](=O)[O-]	-11%	27µM*	9%	-10%	1%	-18%	1.7	-10
COc1cccc2c1-c1c(O)cccc1C2=O	17%	-15%	-14%	6%	-1%	13%	-2.1	5
Cc1ccc(S(=O)(=O)N2CCc3ccccc3CC2)cc1	-21%	-7%	1%	-17%	·	5%	-0.4	5
CON(C)S(=O)(=O)c1cccc(C(=O)Oc2ccc(N(C)S(=O)(=O)c3ccccc3)cc2)c1	8%	1%	-4%	4%	-1%	3%	0.3	-6
Cc1ccc(S(=O)(=O)NCC(=O)N(CC(=O)NCc2ccco2)Cc2ccccc2)cc1	-2%	1%	-4%	13%	-1%	7%	0.4	8
Cc1ccc(NC(=O)C(c2ccccc2)c2ccccc2)nc1	-17%	-17%	-7%	-18%	-1%	15%	-2.4	3
O=C(Nc1cc(-c2ccccc2)[nH]n1)c1ccc(Cl)cc1	2%	3%	-7%	-17%	2%&1%	1%	-2.3	-1
CC1(C)Oc2ccc3ccc(=O)oc3c2C(/C=N/O)C1=O (configuration not stated)	10%[57.1 µM]	?	-1%	-7%	0%	1%	0.8	0

Whole records, looked up by structure. Values in the order: EPAC2 antag	PLK1 PBD block	WRN inhibitor	EPAC1 antag	Mm-Cpn inhibitor	EPAC1 ag	CCT chaperon mod	PI5P4Ka inh
`O=C(Nc1cc(-c2ccccc2)[nH]n1)c1ccc(Cl)cc1` reads 2%	3%	-7%	-17%	2%&1%	1%	-2.3	-1
`Cc1ccccc1CNC(=O)CN(c1ccccc1Cl)S(C)(=O)=O` reads 5%	-11%	3%	12%	2%	11%	1.0	-5

By substructure: the compounds so far containing a Cl atom.
SMILES	EPAC2 antag	PLK1 PBD block	WRN inhibitor	EPAC1 antag	Mm-Cpn inhibitor	EPAC1 ag	CCT chaperon mod	PI5P4Ka inh
O=C(NNc1cccc(Cl)n1)c1cccnc1Cl	2%[57.1 µM]	-7%	3%	-22%	2%	-5%	1.4	0
Cc1onc(-c2ccccc2Cl)c1C(=O)O/N=C(\N)c1cccc([N+](=O)[O-])c1	-8%	-1%	-7%	-4%	·	5%	-0.3	0
O=C(COC(=O)c1ccc2ncsc2c1)Nc1cc(Cl)ccc1F	0%	-1%	-6%	-2%	-10%	5%	-0.9	-7
Cc1ccccc1CNC(=O)CN(c1ccccc1Cl)S(C)(=O)=O	5%	-11%	3%	12%	2%	11%	1.0	-5
O=C(Nc1cccnc1)C1CC(c2ccc(Cl)c(Cl)c2)=NO1 (configuration not stated)	0%	-7%	-8%[57.1 µM]	-4%	0%	11%	-2.3	·
CN(C)C(=O)N1CCC(C(=O)NCc2ccc(F)cc2Cl)CC1	2%	-3%	-6%	7%	0%	0%	1.2	·
O=C(Nc1cc(-c2ccccc2)[nH]n1)c1ccc(Cl)cc1	2%	3%	-7%	-17%	2%&1%	1%	-2.3	-1

The list is partial, so the mix of outcomes need not match the whole.
